Screens from PubChem BioAssay.
MT stabilize HCS: microtubule stabilizers in HeLa cells, primary screen, imaging, high-content imaging. HeLa tubulin immunostaining HCS, 24 h; share of cells brighter than vehicle mean+2SD. % tubulin-high responders, % at 10 µM. hit rate 0.83% among 200,000;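 active means plate Z-score above 3 for both tubulin-high and condensed-nucleus cell shares, with cell loss under 80%, at 10 µM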;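 further: anti alpha tubulin signal scored within the nucleus-defined area of each cell; some results filed as inactive read as strong as hits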
M1AAP inhibition: P. falciparum M1AAP inhibitors, biochemical, fluorogenic H-Leu-NHMec substrate, 1536-well (AID 1445). Aminopeptidase N (Plasmodium falciparum (isolate 3D7)). recombinant M1AAP, H-Leu-NHMec fluorogenic kinetic assay; higher % means a stronger effect. inhibition, % at 30 µM; hits with a dose series show IC50 in µM. hit rate 0.42% among 220,000;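 active means primary inhibition above the hit cutoff, then over 50% inhibition at one or more dose response concentrations, cut at about 23% in these data, passing the limit was not always enough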;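 further: plate controls were DMSO full reaction for no effect and no enzyme background for full effect; strong numbers were not always called active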
bCat nuc transl: modulators of beta-catenin nuclear translocation, primary screen, imaging, HeLa cells, immunofluorescence, high-content | AID 1665, 2009 | nuclear translocation activity, % at 5 µM | hit rate 0.3% among 190,000;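 active means nuclear translocation activity above 50% at 5 µM, with a well cell count of 50 or more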;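 further: per-cell ratio of nuclear to cytoplasmic median beta-catenin stain intensity; plate controls were DMSO negative control for no effect and GSK-3 inhibitor IX positive control for full effect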
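Test system: human HeLa cells, native beta-catenin. Compound dosing: 5 µM primary single dose, 0.1% DMSO, 0.02–20 µM confirmation series. Incubation: compound exposure 24 h at 37°C. Detection: beta-catenin immunostaining with DAPI counterstain, 20x imaging, 6 fields/well. Read-out basis: Nuclear/cytoplasmic beta-catenin signal ratio, % activation.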
P. falciparum M17LAP: P. falciparum M17LAP inhibitors, primary screen, biochemical, fluorogenic H-Leu-NHMec substrate, 1536-well (AID 1619); Leucine aminopeptidase (Plasmodium falciparum (isolate 3D7)); recombinant M17LAP, H-Leu-NHMec fluorogenic kinetic assay; higher % means a stronger effect; one-dose inhibition, % at 30 µM; IC50 in µM for titrated hits; hit rate 0.38% among 220,000;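 active means compound inhibiting the enzyme by more than half at any dose during confirmatory dose-response retesting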;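 further: plate controls were full reaction with DMSO carrier for no effect and no enzyme background for full effect; strong numbers were not always called active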
WT yeast gro inh: growth inhibition of WT strain, primary screen, mitochondrial fusion inhibitor project, WT and mutant strains, chemical genetic | mitochondrial fusion phenotypic screen | inhibition, % at 10 µM | hit rate 2.1% among 190,000 | AID 1362, 2008; in the data active means inhibition above about 58%; tested in S. cerevisiae
Autophagy mod: autophagy modulators in MEF cells, primary screen, imaging, high-content, MEF GFP-LC3. MEF GFP-LC3 puncta imaging; test concentration mostly 10 µM. calls only at 10 µM (by protocol). hit rate 0.98% among 190,000. AID 463193, 2010;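 active means percentage of spot-positive cells more than 3 SD above its plate mean, without a fluorescence outlier flag or 80% toxicity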;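 further: spot-positive cell cutoff set from DMSO-treated cells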
Yfh1-depleted yeast: enhancers of respiration in Yfh1-depleted yeast, dose response, Friedreich's ataxia, plus single-dose screen (AID 1465). S. cerevisiae Yfh1-off respiration, WST-1 reduction, 72 h; higher fold induction means a stronger effect. one-dose fold induction at 50 µM; EC50 in µM for titrated hits. hit rate 0.074% among 220,000;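 active means fold induction of absorbance versus untreated yeast above a set limit, then at least 30% activation at any dose in follow-up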;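 further: activators that raise dye reduction in frataxin-depleted yeast; strong numbers were not always called active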
T cell HTS: modulators of CD8 T cell-vesicle binding, primary screen, mouse 2C CD8+ T cells, flow cytometry. 2C CD8+ T cell-vesicle binding; hits give low values. calls only at 7 µM. hit rate 0.068% among 330,000;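 active means response, share of CD8 T cells binding vesicles, and their 90th percentile fluorescence all below set limits, cut at about 80% in these data, passing the limit was not always enough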
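Also added: QL9-peptide-loaded Drosophila micro-vesicles bearing Ld, ICAM-1 and B7-1; Test system: purified 2C TCR transgenic mouse naive CD8+ T cells; Measured by: cytometric PE anti-B7-1 and Alexa647 anti-CD8 signals after 1% paraformaldehyde fixation; Timing: binding step 1.5 h, 37 °C, antibody labelling 20 min, ice.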
Dynein cargo inh: inhibitors of GR-EGFP nuclear translocation, primary screen, dynein cargo transport inhibitor project, imaging, high-content, 3617.4 mouse cells | test concentration mostly 20 µM; stimulated with dexamethasone, 1 µM; hits give low values | z-score, hits read low | hit rate 0.47% among 220,000 | AID 1381, 2008;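 active means plate z-score of nuclear minus cytoplasmic receptor signal below a set negative limit, without overly bright fluorescence or cell loss, cut at about -3.5 in these data, passing the limit was not always enough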;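 further: z-score of nuclear minus cytoplasmic ring GR-EGFP intensity difference per well; some compounds called inactive have numbers as strong as hits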
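Also added: dexamethasone, 1.0 µM final. Medium: tet-free, stripped-serum medium. Detection: fixed, Hoechst-stained cells imaged at 10x for EGFP. Read-out: nuclear-to-cytoplasmic GR-EGFP distribution per well. Times: induction 48 h, compound 1 h, agonist 30 min.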
WT yeast gro inh mutant strain: also measured in WT yeast gro inh; calls as there; inhibition, %; mitochondrial fusion phenotypic screen, mutant strain inhibition
Dynein cargo inh cytoplasmic EGFP: second read-out of Dynein cargo inh, no call of its own (marks repeat the call); z-score; measured here: cytoplasmic GR-EGFP intensity; hits give high values
Dynein cargo inh nuclear GR-EGFP: recorded beside Dynein cargo inh, whose call it bears; z-score; measured here: nuclear GR-EGFP intensity;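 lower value marks the stronger effect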
Dynein cargo inh cell count: recorded beside Dynein cargo inh, whose call it bears; z-score; measured here: cell count per field
bCat nuc transl cell count 5 µM: further read-out of bCat nuc transl, marked with its call; cell count; measured here: cell count, cytotoxicity flag
T cell HTS vesicle-bound %: also measured in T cell HTS; calls as there; double positive events, %; measured here: CD8+ vesicle-bound cell fraction;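 binding gate set so that unloaded-vesicle control wells show 10% double positive cells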
MT stabilize HCS Hoechst-high %: further read-out of MT stabilize HCS, marked with its call; % Hoechst-high responders; measured here: nuclear condensation Hoechst responders;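 share of cells brighter than vehicle mean plus two SD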
MT stabilize HCS cytotoxicity %: recorded beside MT stabilize HCS, whose call it bears; toxicity, %; measured here: cytotoxicity by cell density;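 0% = mean cell density of plate MIN control wells and 100% = no cells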
Autophagy mod cell loss 18 h: recorded beside Autophagy mod, whose call it bears; toxicity, %; measured here: cell loss, nuclei count;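 cell loss after 18 h compound exposure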
Numbers without * were called inactive; i = inactive; x = no result given. Not a hit list; any-hit rate near 4.4%.

SMILES	MT stabilize HCS	MT stabilize HCS Hoechst-high %	MT stabilize HCS cytotoxicity %	M1AAP inhibition	bCat nuc transl	bCat nuc transl cell count 5 µM	P. falciparum M17LAP	WT yeast gro inh	WT yeast gro inh mutant strain	Autophagy mod	Autophagy mod cell loss 18 h	Yfh1-depleted yeast	T cell HTS	T cell HTS vesicle-bound %	Dynein cargo inh	Dynein cargo inh cytoplasmic EGFP	Dynein cargo inh nuclear GR-EGFP	Dynein cargo inh cell count
CCOCCCn1cc(C(=O)c2cc(Br)ccc2O)cc(C#N)c1=O	7.4	3.9	3.6	10%	-1.1	1100	5%	25	5	i	-45	i	i	62	-0.89	-0.16	-0.37	0.89
Cc1ccc2c(c1)C(=NC1CCCCC1)c1cc3ccccc3nc1-2	3.4	3.6	3.6	6%	-0.4	958	1%	35	32	i	-10	i	i	42	-0.48	-0.22	-0.043	-0.33
Cc1cccc(-n2c(C)cc(/C=N\NC(=O)c3cccs3)c2C)c1	4.9	2.5	5.7	21%	17	730	-10%	2	-9	i	0	i	i	66	3.4	-0.19	1.5	-1.6
CCO[C@@H]1OC(C(=O)N2CCN(Cc3ccc4c(c3)OCO4)CC2)=C[C@H](C2CCCCC2)[C@H]1CCCO	2.1	2.6	11	-6%	-0.7	1053	-4%	30	8	i	-9	i	i	24	-0.66	-0.28	-0.051	0.31
CCCC(CCC)C(=O)NC1CCN(Cc2ccccc2)CC1	5.5	2.0	15	4%	1.5	1467	-11%	-5	-6	i	-17	i	i	44	1.7	-0.31	0.26	-0.66
c1ccc(-c2nc(CSc3nnc(-c4cccs4)o3)cs2)cc1	3.0	2.9	11	4%	x	x	7%	19	27	i	-12	i	i	31	-0.72	-0.38	-0.41	0.85
CCCCCCC1(C)NC(=S)N(c2ccccc2)N1 (stereo unspecified)	4.9	1.9	7.6	-2%	-0.7	1140	4%	17	25	i	21	i	i	50	-1.1	-0.3	-0.47	0.83
CCN(CC)c1ccc(/C=N/NC(=O)Cc2cccs2)cc1	2.7	2.4	3.1	9%	0.4	1169	18%	3	14	i	20	i	i	10	0.88	-0.25	0.52	-0.52
CCOc1ccc2nc(SCC(=O)Nc3ccc(S(=O)(=O)N4CCCC4)cc3)c(C)cc2c1	x	x	x	-3%	-0.7	1409	3%	x	x	x	x	i	i	27	0.11	0.64	0.069	-0.73
O=C1N=C(N2CCOCC2)S/C1=C/c1ccc(-c2ccc(F)cc2)o1	1.5	0.5	3.0	x	-1.0	1005	x	-1	5	i	-14	i	i	19	-0.48	-0.29	-0.065	0.38
CC(NC(=O)NNC(=O)c1ccncc1)(C(F)(F)F)C(F)(F)F	1.9	1.8	2.5	5%	2.8	926	-3%	10	4	i	26	i	i	44	-0.19	-0.26	0.16	0.62
Cc1cc(N)n2nc(-c3ccc(C(C)(C)C)cc3)cc2n1	1.6	1.0	3.9	-6%	x	x	3%	81	85	i	-9	i	i	19	-0.37	0.024	-0.33	0.18
COc1ccc(N2CCN(CCNS(=O)(=O)c3cccc4nsnc34)CC2)cc1	6.4	3.0	1.3	13%	-0.3	1052	-1%	-13	-11	i	20	i	x	x	-0.46	0.51	0.68	0.35
Cc1ccc(-c2ccc(C(=O)O)[nH]2)cc1	1.1	2.6	20	5%	-1.6	953	11%	-16	-4	i	8	i	i	27	1.2	-0.19	0.81	-0.61
COCCNC(=O)c1cc2cc(Cl)cc(Cl)c2oc1=O	5.7	1.2	10	4%	0.4	1450	-3%	-11	11	i	2	i	i	51	-0.83	-0.34	-0.53	0.92
O=C(CCC1CCCCC1)NCCN1C2=NC[C@H](Cc3ccc(O)cc3)N2C[C@H]1Cc1ccc(O)cc1	3.5	1.3	7.2	1%	-4.9	1228	2%	8	5	i	12	i	x	x	-0.061	-0.21	0.36	-0.94
COc1cc(-c2ccc(NC(=O)NC3CC3)c(OC)c2)ccc1NC(=O)NC1CC1	x	x	x	0%	1.7	1062	4%	x	x	x	x	i	i	61	0.45	-0.27	0.18	-0.4
O=C(CSc1ccc(Cl)cc1)Nc1nnc(-c2cccc([N+](=O)[O-])c2)s1	4.6	2.2	5.2	1%	-3.2	638	0%	-4	-15	i	-2	i	i	24	-0.62	-0.097	0.3	0.51
Cc1ccccc1C(=O)NC(=S)Nc1ccc(S(=O)(=O)N2CCOCC2)cc1	4.6	2.6	4.8	-1%	0.6	1086	11%	6	-1	i	1	i	i	4	0.18	-0.28	-0.054	-0.0011
O=C(O)/C=C/c1coc2ccc(F)cc2c1=O	1.4	3.4	7.9	11%	-4.5	446	5%	1	9	i	10	i	i	50	0.03	-0.19	0.21	-0.11
COc1cccc(C2CC(=O)N3CN(c4cccc(Cl)c4C)CSC3=C2C#N)c1OC (stereo unspecified)	5.5	2.9	5.1	13%	x	x	3%	12	2	i	-4	i	i	30	-1.3	-0.14	-0.65	0.45
O=C(c1csc2c1CCCC2)N1CCN(c2ccc(F)cc2)CC1	3.7	2.3	4.5	2%	-0.6	1214	-8%	14	14	i	11	i	i	16	-0.045	-0.23	-0.29	0.62
COC(=O)c1ccc2c(c1)NC1=C(C(=O)CC(C)(C)C1)C(c1ccncc1)N2 (stereo unspecified)	3.5	3.6	3.2	21%	0.3	528	44%	-2	-9	i	11	i	i	45	-0.7	-0.23	0.49	-0.062
O=C(O)CC1=C(O)C(=O)N(c2ccccc2)C1c1ccc(Cl)cc1 (stereo unspecified)	2.2	1.2	1.8	-2%	1.5	1235	24%	27	8	i	0	i	i	27	-0.64	0.077	-0.16	0.24
Cc1cc(C(=O)COC(=O)C2=NN(c3ccccc3)C(=O)CC2)c(C)n1CC(F)(F)F	1.4	2.3	4.4	2%	-2.7	1157	-5%	-7	-13	i	-5	i	i	27	-0.24	-0.34	-0.15	-0.029
c1ccc(CNCCC(Cc2ccccc2)c2ccco2)cc1 (stereo unspecified)	x	x	x	2%	0.4	1348	12%	x	x	x	x	i	i	20	1.1	-0.11	1.3	-1.6
CN(C)c1ccc(NC(=O)CCn2c(=S)oc3ccccc32)cc1	2.3	2.1	6.6	2%	-1.0	1048	22%	-3	-2	i	19	i	i	52	-0.55	-0.2	-0.24	0.74
O=C(Nc1ccc(Cl)cc1)OC(CN1CCCCC1)C(F)(F)F (stereo unspecified)	2.6	1.7	7.3	4%	x	x	5%	8	4	i	12	i	i	15	-0.23	-0.15	-0.68	-0.21
Cc1csc(NC(=O)c2ccco2)n1	2.8	1.1	4.3	-1%	0.6	1057	-4%	5	15	i	2	i	i	14	-0.42	-0.24	-0.025	0.46
Cc1cccc(NC(=S)N(CCc2ccncc2)C(C)C)c1C	2.1	1.5	8.0	9%	-0.6	1099	6%	17	14	i	5	i	i	39	3.5	-0.12	1.9	-1.8

Complete entries from above. Order of screens: MT stabilize HCS	MT stabilize HCS Hoechst-high %	MT stabilize HCS cytotoxicity %	M1AAP inhibition	bCat nuc transl	bCat nuc transl cell count 5 µM	P. falciparum M17LAP	WT yeast gro inh	WT yeast gro inh mutant strain	Autophagy mod	Autophagy mod cell loss 18 h	Yfh1-depleted yeast	T cell HTS	T cell HTS vesicle-bound %	Dynein cargo inh	Dynein cargo inh cytoplasmic EGFP	Dynein cargo inh nuclear GR-EGFP	Dynein cargo inh cell count
`O=C(O)CC1=C(O)C(=O)N(c2ccccc2)C1c1ccc(Cl)cc1` (stereo unspecified) in the list: 2.2	1.2	1.8	-2%	1.5	1235	24%	27	8	i	0	i	i	27	-0.64	0.077	-0.16	0.24
`COC(=O)c1ccc2c(c1)NC1=C(C(=O)CC(C)(C)C1)C(c1ccncc1)N2` (stereo unspecified) in the list: 3.5	3.6	3.2	21%	0.3	528	44%	-2	-9	i	11	i	i	45	-0.7	-0.23	0.49	-0.062
`Cc1ccc2c(c1)C(=NC1CCCCC1)c1cc3ccccc3nc1-2` in the list: 3.4	3.6	3.6	6%	-0.4	958	1%	35	32	i	-10	i	i	42	-0.48	-0.22	-0.043	-0.33
`CCN(CC)c1ccc(/C=N/NC(=O)Cc2cccs2)cc1` in the list: 2.7	2.4	3.1	9%	0.4	1169	18%	3	14	i	20	i	i	10	0.88	-0.25	0.52	-0.52
